Scp1 inh: inhibitors of human Scp-1 phosphatase | Q9GZU7 | Recombinant Scp1, phosphopeptide, malachite green phosphate absorbance | inhibition, % at 20 µM | hit rate 0.88% among 340,000;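 active means inhibition above about 50% at 20 µM, limit read from the data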;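 further: plate controls were DMSO wells with enzyme for no effect and wells lacking enzyme for full effect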
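assay system = SCP-1 phosphatase catalytic domain, residues 76-261 | buffer or medium = 50 mM Tris acetate pH 5.5, 0.005% Tween-20, 10 mM MgCl2 | incubation = enzyme reaction 45 min at room temperature, colour 5 min, stabilisation 30 min | signal = Phosphate-binding colour reagent, absorbance read at 630 nm | measure = % inhibition at 20 µM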
Rpn11 block: inhibitors of human proteasome Rpn11; O00487; calls only at 20 µM; hit rate 0.59% among 360,000; human 26S proteasome, Ub4-pepOG fluorescence polarization; 20S core pre-blocked with epoxomicin;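 active means inhibition at 20 µM, scaled to each plate's controls, above about 33%, limit read from the data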
SUMO1-SIM PPI: alters human SUMO1 binding to SIM partners; hit rate 0.33% among 360,000; AID 602429; inhibition, % at 20 µM; P63165; SUMO1 binding to a labelled peptide, TR-FRET, 1 h; in the data active means inhibition above about 37%
MT1-MMP act inh: inhibitors of human MT1-MMP activation; HT1080 RFP-PRO-GFP cells, GFP/RFP ratio fluorescence, overnight; percent of plate control window, DMSO zero; hit rate 0.061% among 360,000; GFP/RFP ratio change, % at 20 µM; P50281;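 active means GFP/RFP ratio change of at least 30% with cell ATP level not reduced by more than half and red fluorescence within 50% of control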; further: strong numbers were not always called active
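Read-out: GFP/RFP fluorescence ratio; Test system: RFP-PRO-GFP reporter HT1080 cells; Compound dosing: single-point 20 µM compound, 1% DMSO; Times: overnight compound exposure at 37 °C.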
NadD inh: NadD (S. aureus) enzyme inhibition; inhibition, % at 20 µM; AID 602399; purified NadD enzyme, colorimetric absorbance read-out; hit rate 0.78% among 360,000; in the data active means inhibition above about 26%; further: some compounds past the cut are filed as inactive
CendR NRP1 mod: NRP-1/CendR interaction modulation | O14786 | FAM-RPARPAR peptide binding to NRP-1, fluorescence polarization | inhibition, % at 25 µM | hit rate 0.85% among 360,000 | AID 602438;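 active means inhibition or corrected inhibition above about 18%, plus a signal ratio from 0.5 to 1.5, limit read from the data, passing the limit was not always enough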; further: strong numbers were not always called active
LMPTP block: LMPTP (human) inhibition. hit rate 0.22% among 360,000. recombinant LMPTP-A, OMFP fluorogenic substrate, fluorescence intensity. AID 651560. P24666. inhibition, % at 20 µM;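 active means compounds that cut the enzyme signal by at least half of the control window in the single-dose screen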;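 further: plate controls were DMSO wells with enzyme plus substrate for no effect and substrate without enzyme for full effect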
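Test system: LMPTP-A phosphatase enzyme; input: 0.625 nM LMPTP-A final; reagent: OMFP substrate, 400 µM final; compound dosing: 20 µM single dose, 3% DMSO; incubation: 50 min dark incubation at room temperature; measured by: endpoint fluorescence intensity from OMFP dephosphorylation; measure: % inhibition relative to no-enzyme and uninhibited control wells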
DNMT1 inh: blocks human DNA methyltransferase DNMT1; DNMT1 molecular beacon, Hinp1I cleavage, fluorescence; inhibition (reported as % activation of signal), % at 10 µM; hit rate 0.83% among 360,000; AID 588458; in the data active means inhibition above about 50%
Target sequence (P26358 504-1616 limits assumed): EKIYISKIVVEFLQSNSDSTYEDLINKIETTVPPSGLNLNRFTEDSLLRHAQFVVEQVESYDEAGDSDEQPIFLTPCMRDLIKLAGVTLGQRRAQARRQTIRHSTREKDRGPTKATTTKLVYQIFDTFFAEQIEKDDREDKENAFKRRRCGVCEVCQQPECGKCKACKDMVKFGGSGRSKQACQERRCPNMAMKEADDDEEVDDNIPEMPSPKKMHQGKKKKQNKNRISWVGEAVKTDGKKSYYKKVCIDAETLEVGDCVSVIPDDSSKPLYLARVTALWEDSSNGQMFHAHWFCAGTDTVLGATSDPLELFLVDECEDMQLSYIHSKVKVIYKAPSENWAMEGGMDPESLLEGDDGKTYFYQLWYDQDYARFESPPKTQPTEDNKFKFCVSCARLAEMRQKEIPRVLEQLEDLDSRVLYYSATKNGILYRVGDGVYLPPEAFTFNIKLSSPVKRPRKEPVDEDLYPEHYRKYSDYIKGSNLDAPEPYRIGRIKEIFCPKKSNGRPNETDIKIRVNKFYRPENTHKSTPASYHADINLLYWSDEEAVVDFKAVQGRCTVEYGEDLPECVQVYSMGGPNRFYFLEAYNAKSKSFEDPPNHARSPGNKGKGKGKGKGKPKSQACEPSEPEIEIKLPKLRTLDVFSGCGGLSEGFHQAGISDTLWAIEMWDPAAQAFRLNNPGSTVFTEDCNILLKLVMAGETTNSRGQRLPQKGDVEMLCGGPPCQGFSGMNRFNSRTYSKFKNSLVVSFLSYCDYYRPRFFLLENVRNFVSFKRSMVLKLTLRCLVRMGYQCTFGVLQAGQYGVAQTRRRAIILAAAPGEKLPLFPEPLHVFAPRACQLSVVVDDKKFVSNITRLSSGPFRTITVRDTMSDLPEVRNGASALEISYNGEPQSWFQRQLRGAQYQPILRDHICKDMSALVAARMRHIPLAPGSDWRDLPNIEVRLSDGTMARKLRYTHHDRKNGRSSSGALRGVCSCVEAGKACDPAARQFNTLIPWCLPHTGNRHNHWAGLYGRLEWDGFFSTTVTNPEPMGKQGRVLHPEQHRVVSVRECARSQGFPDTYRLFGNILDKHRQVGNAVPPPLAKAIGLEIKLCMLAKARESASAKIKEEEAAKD
STEP block: inhibitors of human striatal-enriched phosphatase STEP; P54829; recombinant STEP, OMFP fluorogenic substrate, fluorescence; inhibition, % at 20 µM; hit rate 0.25% among 360,000; AID 588621;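 active means inhibition at 20 µM, scaled per plate between control wells, above about 37%, limit read from the data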;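 further: 0% = DMSO with enzyme and substrate and 100% = substrate only without enzyme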
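Material: STEP (striatal-enriched tyrosine phosphatase) enzyme, cell-free; Compound dosing: 20 µM single dose in 1% DMSO; Technique: fluorescence read at 480 nm ex / 540 nm em; Times: reaction 20 min, ambient temperature; Medium: 50 mM Bis-Tris pH 6.0 with 2.5 mM DTT and 0.005% Tween 20; Also added: OMFP at 25 µM.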
SKN-1 block: blocks SKN-1 activity in C. elegans; inhibition, % at 21.8 µM; AID 624304; hit rate 0.49% among 360,000; C. elegans VP596 Pgst-4::GFP/RFP ratio, acrylamide-induced, 24 h;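 active means interference check ratio from 0.5 to 1.5 plus GFP to RFP signal ratio inhibition reaching or exceeding a fixed threshold, cut at about 30% in these data, passing the limit was not always enough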; further: some compounds called inactive have numbers as strong as hits
An asterisk follows results filed as active; i = inactive; · = no result given.

SMILES	Scp1 inh	Rpn11 block	SUMO1-SIM PPI	MT1-MMP act inh	NadD inh	CendR NRP1 mod	LMPTP block	DNMT1 inh	STEP block	SKN-1 block
Cc1ccc(NC(=O)CCNC(=O)c2ccco2)cc1	4	i	-1	1	0	6	-0.1	1	0	-2
Cc1cc(C(=O)NCCCN2CCN(c3cc(Cl)ccc3C)CC2)n(-c2ccccc2)n1	-7	i	-5	1	-8	-7	-0.9	-11	1	12
CCCCOc1ncnc2c1[nH]c1ccccc12	5	i	-2	-15	-1	-2	-0.9	-1	-2	5
Cc1nonc1C(=O)N1CCCC(N2CCN(c3ccc(F)cc3)CC2)C1 (stereo not given)	-10	i	2	-1	0	0	0.6	0	1	1
C=CCN1CCN(C(CCC)c2nnnn2Cc2ccco2)CC1 (stereo not given)	-1	i	0	0	4	-14	-1.0	1	-2	5
O=C(Nc1ccc2c(c1)OCCO2)C1CCN(S(=O)(=O)c2ccc(Br)s2)CC1	-24	i	3	0	-8	-1	3.4	-13	-2	-16
CN(C(=O)CSc1ccc2c(c1)OCCO2)c1ccccc1	-9	i	-1	0	0	8	0.4	5	-2	-13
Cc1cc(OC(=O)c2ccc(S(=O)(=O)N3CCCCC3)cc2)c([N+](=O)[O-])c(=O)[nH]1	2	i	0	-5	2	0	-1.5	1	-5	12
COc1cc(NC(=O)COc2ccc(Cl)cc2)ccc1NC(=O)C(C)C	-9	i	-2	3	-8	0	-2.1	0	3	-8
CCOC(=O)Nc1cccc(OCC(=O)Nc2ccc3c(c2)CCC3)c1	-8	i	8	-2	-7	-3	0.5	1	-3	7
CCc1ccc(/C=C2\SC(=S)N(CCCC(=O)N3CCCC3)C2=O)cc1	·	i	-20	-2	1	-5	6.4	-3	3	-1
CN(C)S(=O)(=O)c1cccc(NC(=O)c2ccc(S(=O)(=O)N3CCCCC3)cc2)c1	-8	i	-4	-4	-5	6	1.8	-2	-1	7
Oc1ccc(/C=N/N=C(c2ccccc2)c2ccccc2)c(O)c1O	15	i	-4	-1	12	-14	4.4	-10	0	10
O=C(Nc1cccc(Cl)c1)C1=CC=CN2CCS(=O)(=O)N=C12	-12	i	-14	2	0	8	-0.3	-4	-2	5
COc1cc2c(cc1OC)C(=O)CCS2	-2	i	-6	-4	0	31*	0.4	5	16	-20
Cc1cccc(C)c1OCC(=O)NNC(=O)CNC(=O)c1ccc(OC(F)F)cc1	-6	i	2	2	1	11	-1.7	0	-2	-1
Cc1nn(C)cc1NC(=O)CCSc1nc(-c2ccco2)cc(C(F)(F)F)n1	0	i	-6	2	-2	-6	-0.5	-10	0	-2
COc1ccc(CC(=O)N(C)Cc2cccc(F)c2)cc1S(=O)(=O)N1CCOCC1	-6	i	-61	3	7	2	-9.7	-11	-5	29
Cc1cccc(C)c1OCc1nnc2c3cnn(C)c3ncn12	-10	i	2	-3	-5	15	-0.1	-2	-4	-1
COc1cccc(NC2SC(=O)N(c3ccccc3)C2=O)c1 (stereo not given)	-7	i	4	-1	-2	-2	0.5	6	7	3
c1ccc2c(c1)CCN(Cc1nnnn1Cc1ccc3c(c1)OCO3)C2	-2	i	4	-4	-1	-5	0.1	-2	-2	-8
COc1ccccc1CCc1nnc(CCC(=O)NCC[C@@H]2C[C@@H]3C=C[C@H]2C3)o1	4	i	-3	1	-1	-8	0.3	7	2	5
CCOC(=O)c1cc(-c2ccccc2)sc1NC(=O)CSc1nncs1	-10	i	-4	0	6	-13	3.6	-15	0	9
O=C(NCc1ccccc1)c1cccc(NC(=O)C2CC2)c1	-4	i	2	1	6	-10	-1.2	4	0	4
Cc1cc(C)n(-c2ccc(C(=O)Nc3ccc(S(=O)(=O)N(C)C)cc3)cc2)n1	-8	i	4	-8	-1	11	0.7	0	1	2
Continuation:
SMILES	Scp1 inh	Rpn11 block	SUMO1-SIM PPI	MT1-MMP act inh	NadD inh	CendR NRP1 mod	LMPTP block	DNMT1 inh	STEP block	SKN-1 block
CCOC(=O)c1c(N2C(=O)Nc3cc(Cl)c(Cl)cc3N2O)sc2c1CCCCC2	-6	i	30	-4	20	-75	1.0	47	13	-1
Cn1c(SCC(=O)OC2CCCCC2)nnc1-c1ccc2c(c1)OCO2	-2	i	0	16	-6	4	-0.1	-3	-1	3
CCOC(=O)C(C)Oc1ccc2c(-c3cccc([N+](=O)[O-])c3)cc(=O)oc2c1 (stereo not given)	-4	i	-21	·	0	4	1.0	5	2	-7
O=C(CNC(=O)c1ccc(Br)o1)NNC(=O)c1ccc(Cl)cc1	-4	i	-4	3	-4	-6	-0.7	4	-1	13
Cc1cc(NC(=O)CCC(=O)N(c2ccccc2)C(C(=O)NC2CCCC2)c2ccncc2)no1 (stereo not given)	-2	i	4	0	-4	-4	-0.1	-4	-26	-17
O=C(Nc1nnc([C@@H]2C[C@H](O)[C@@H](CO)O2)s1)c1ccccc1Cl	·	i	5	-1	0	-10	-3.1	4	-2	24
COc1ccc(-c2nn(-c3ccccc3)cc2C(=O)N2CCN(S(=O)(=O)c3ccccc3C#N)CC2)cc1	-2	i	-1	2	-1	2	1.8	-2	0	-7
Cc1ccc([N+](=O)[O-])c2cccnc12	-10	i	-19	2	-1	-62	-1.5	2	-1	-6
CS(=O)(=O)Nc1cc2c3c(c1)CCC(=O)N3CCC2	-7	i	18	0	2	1	-1.2	2	0	-1
CCCOc1cccc(-c2nn(-c3ccccc3)cc2/C=C(\C#N)C(=O)NCCCn2ccnc2)c1	-8	·	-11	-17	25	-96	-4.6	-27	5	8
Cc1n[nH]c(=O)c2c1nnn2Cc1ccccc1Cl	-3	i	-2	0	-4	6	-0.8	1	-1	5
CCOC(=O)C1=C(CCc2ccccc2)NC(=O)NC1c1ccc(Br)cc1 (stereo not given)	-10	i	8	7	5	14	1.5	3	2	-1
CCOc1ccccc1NC(=O)CSc1nnc(-c2ccccc2Cl)n1Cc1ccco1	5	i	-2	-1	-1	-1	-0.7	-1	-2	-11
COc1ccccc1N(CC(=O)NC(C)(C)C)C(=O)CCC(=O)Nc1nccs1	-12	i	-2	0	-2	-19	-3.1	2	-4	15
CCc1ccccc1N1CN(Cc2ccco2)CNC1=S	-8	i	1	4	-2	8	-0.7	0	0	2
CSc1nnc2c3ccccc3c3ccccc3c2n1	-12	i	-12	-8	-7	7	1.2	36	1	19
COc1ccc(Cn2c(-c3ccc(Br)cc3)c[n+]3ccccc23)cc1	10	i	-4	-14	8	13	-0.7	4	0	11
COc1ccccc1CNC(=O)COc1ccc([N+](=O)[O-])cc1	-5	i	-10	2	-2	8	-0.8	4	-1	12
COC(=O)C1=C(CS(=O)(=O)c2ccc(OC)cc2)NC(=O)NC1c1ccccc1 (stereo not given)	-5	i	0	-1	-1	11	3.4	2	0	1
O=C(Nc1c(-c2ccc3c(c2)OCO3)[nH][nH]c1=O)c1ccc2c(c1)OCO2	·	i	6	8	1	2	3.2	-14	0	14
CC1CN(C(=O)CCC(=O)NCc2ccccn2)c2ccccc2O1 (stereo not given)	-7	i	-2	-1	-6	6	-2.6	0	0	2
COc1cc(C(=O)Nc2ccc(C(N)=O)cc2)c([N+](=O)[O-])cc1OC	-4	i	-8	3	1	-2	-1.5	1	0	-9
O=C(COC(=O)c1ccc(F)cc1F)Nc1ccc2c(c1)OCO2	·	i	-4	2	-7	4	-1.0	-5	-1	-7
NS(=O)(=O)c1ccc(CCNC(=O)/C=C/c2cccc([N+](=O)[O-])c2)cc1	-2	i	-18	3	-2	10	0.0	0	-2	3
COc1cccc(CNC(=O)C(=O)NCC2CCCO2)c1 (stereo not given)	0	i	-2	3	-6	-2	-1.6	2	-5	-22

Reprinted from above, three compounds:
SMILES	Scp1 inh	Rpn11 block	SUMO1-SIM PPI	MT1-MMP act inh	NadD inh	CendR NRP1 mod	LMPTP block	DNMT1 inh	STEP block	SKN-1 block
CCOC(=O)c1c(N2C(=O)Nc3cc(Cl)c(Cl)cc3N2O)sc2c1CCCCC2	-6	i	30	-4	20	-75	1.0	47	13	-1
Cn1c(SCC(=O)OC2CCCCC2)nnc1-c1ccc2c(c1)OCO2	-2	i	0	16	-6	4	-0.1	-3	-1	3
CCOC(=O)C(C)Oc1ccc2c(-c3cccc([N+](=O)[O-])c3)cc(=O)oc2c1 (stereo not given)	-4	i	-21	·	0	4	1.0	5	2	-7

(listing goes on)
SMILES	Scp1 inh	Rpn11 block	SUMO1-SIM PPI	MT1-MMP act inh	NadD inh	CendR NRP1 mod	LMPTP block	DNMT1 inh	STEP block	SKN-1 block
O=C(NCCCO)C(=O)Nc1cc2c3c(c1)CCN3C(=O)CC2	0	i	1	0	-2	7	-0.3	1	1	-5
COCc1cc(=O)[nH]c(SCCS(=O)(=O)c2ccc(C)cc2)n1	8	i	0	-3	-7	-1	-1.8	-4	0	-1
COCCCN(C(=O)C1CCCCC1)c1c(N)n(Cc2ccccc2)c(=O)[nH]c1=O	-2	i	-3	2	1	4	-1.5	7	-1	0
CCSc1nc(C)c(C)c(=O)[nH]1	-13	i	-2	3	-3	2	-1.1	2	-2	11
O=C(CCC1CCCC1)NCCS(=O)(=O)N1CCN(c2ccccc2F)CC1	-7	i	3	2	-1	-3	1.4	-5	2	5
Cn1c(=O)[nH]c2c(c(C(=O)O)nn2C)c1=O	-1	i	4	-4	2	6	0.5	7	0	-12
COc1ccc(OC)c(NC(=O)CSc2nc(C)cs2)c1	-2	i	10	2	2	0	-0.7	4	-2	-1
O=C1N2CCCc3cccc(c32)C12Nc1ccccc1S2 (stereo not given)	-4	i	-6	1	1	10	0.5	-7	-2	-11
Cc1cccc(N(C)S(=O)(=O)c2ccc(-c3cc(C)no3)s2)c1	-13	i	-15	6	-8	4	2.5	-2	2	-7
COc1ccc(S(=O)(=O)NCC2CCC(C(=O)NCCC(C)C)CC2)cc1 (stereo not given)	9	i	0	2	-4	3	-1.0	-2	0	8
CCOC(=O)c1cnc2c(C#N)cnn2c1N	-7	i	6	-1	3	-12	-0.6	1	9	-4
CCc1nnc(NC(=O)CSc2ccc(-c3cccs3)nn2)s1	-7	i	-6	-1	-3	-7	-1.0	-5	-4	-8
CCC(C)N(C(=O)COC(=O)CCc1c[nH]c2ccccc12)C1CCS(=O)(=O)C1 (stereo not given)	-11	i	-1	2	-4	-13	-1.3	3	0	-8
CCOc1ccc(/C=N/NC(=O)c2cc(-c3cccn3C)n[nH]2)cc1	-3	i	-6	2	0	-2	0.2	-7	0	-2

CendR NRP1 mod: entries above that show a hit
SMILES	Scp1 inh	Rpn11 block	SUMO1-SIM PPI	MT1-MMP act inh	NadD inh	CendR NRP1 mod	LMPTP block	DNMT1 inh	STEP block	SKN-1 block
COc1cc2c(cc1OC)C(=O)CCS2	-2	i	-6	-4	0	31*	0.4	5	16	-20

Compound activity as filed in PubChem.
